Caspase-1 inhib = qHTS Assay for Allosteric/Competitive Inhibitors of Caspase-1. P29466. Caspase-1 enzyme, Ac-WEHD-AFC fluorogenic rate. Potency, µM (top dose mostly 57.5 µM), for inactives: top-dose activity change, negative = inhibition, most hits filed as inhibitors. 75,000 tested, 0.03% active;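 further: potency means the concentration at half of the fitted maximal effect; plate controls were vehicle for no effect and no substrate for full effect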
HADH2 inhib = qHTS Assay for Inhibitors of HADH2 (Hydroxyacyl-Coenzyme A Dehydrogenase, Type II); recombinant HADH2, NADH fluorescence, beta-hydroxybutyryl-CoA; Potency, µM (top dose mostly 57.1 µM), for inactives: at the top dose activity change, negative = inhibition, hits mostly inhibitors; 73,000 tested, 3.4% active; AID 886, 2007; further: potency means the concentration at half of the fitted maximal effect; on the % scale 0 is the no-effect control and ±100 the full control effect; nearly all actives have a fitted effect of over 60% in size; many of its hits are not listed in these tables
Target sequence (Q99714 whole entry, looked up, one chain of several): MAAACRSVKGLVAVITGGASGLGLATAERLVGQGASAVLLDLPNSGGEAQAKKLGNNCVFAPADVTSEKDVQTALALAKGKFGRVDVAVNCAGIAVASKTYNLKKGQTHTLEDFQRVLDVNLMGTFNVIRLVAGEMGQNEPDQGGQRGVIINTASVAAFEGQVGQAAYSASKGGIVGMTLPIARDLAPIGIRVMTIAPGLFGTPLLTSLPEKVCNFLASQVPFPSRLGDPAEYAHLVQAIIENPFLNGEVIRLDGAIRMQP
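20 nM HADH2 + cpd, 15 min RT; add 1 mM NAD+/90 uM beta-hydroxybutyryl-CoA; kinetic fluorescence 360/450 nm, 4 min. Tris-HCl pH 9.0, 0.01% Tween-20.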
USP2a inh = qHTS Assay for Inhibitors of Ubiquitin-specific Protease USP2a | Ubiquitin carboxyl-terminal hydrolase 2 (Homo sapiens), O75604 | USP2a enzymatic assay, qHTS inhibition | Potency, µM (top dose mostly 38.3 µM), for the others: at the highest dose activity change, negative = inhibition, most hits filed as inhibitors | 60,000 tested, 0.1% active | AID 927, 2007;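 further: potency means the concentration at half of the fitted maximal effect; nearly all actives have a fitted effect of over 60% in size; plate controls were DMSO for no effect and NEM full inhibition control for full effect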
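Inhibition is measured in a cell-free coupled assay with 20 nM USP2 core, 20 nM Ub-PLA2 and 20 uM NBD C6-HPC, 2.5 h incubation. Activity normalized to NEM control.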
Casp7 inh = qHTS Assay for Allosteric/Competitive Inhibitors of Caspase-7; AID 889, 2007; P55210; Potency, µM (series often up to 57.5 µM), for the others: top-dose activity change, negative = inhibition, hits mostly inhibitors; 75,000 tested, 0.02% active; recombinant caspase-7, Ac-DEVD-AFC fluorescence rate; active means well fitted inhibition curve with a large enough effect in the main read-out, with a control signal flat, not every such curve was filed as active; inconclusive means small, poorly fitted or top-dose-only effect, or a change in a side signal; further: potency means the concentration at half of the fitted maximal effect; % of control where 0% means no effect
ERK AVP block = qHTS Assay for Inhibitors of the ERK Signaling Pathway using a Homogeneous Screening Assay. AID 995, 2007. HEK293-V1b, vasopressin-stimulated pERK AlphaScreen. 72,000 tested, 0.99% active. Potency, µM (titrated, usually from 57.5 µM), for inactives: at the highest dose activity, negative = inhibition, most hits filed as inhibitors; further: potency means the concentration at half of the fitted maximal effect; on the % scale 0 is the no-effect control and ±100 the full control effect; nearly all actives have a fitted effect of over 55% in size
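HEK293 cells stably expressing V1b receptor, seeded overnight in 1% FBS, were treated with compounds for 30 min at 37C, then stimulated 5 min with 25 nM vasopressin; phospho-ERK read by AlphaScreen SureFire after lysis.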
TexasRed autofl = qHTS Assay for Spectroscopic Profiling in Texas Red Spectral Region; 59,000 tested, 0.06% active; Compound fluorescence, Texas Red channel, 547/618 nm; stronger effect = higher value; max dye-equivalent concentration, M; AID 587, 2007; in the data active means max dye-equivalent concentration above about 10 nM; inconclusive means between about 1.1 nM and that limit
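Spectral interference profiling: each compound concentration's relative fluorescence, read with a 547 nm excitation and 618 nm emission filter pair, was normalized to a per-plate Texas Red standard curve.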
Rhodamine fluor = qHTS Assay for Spectroscopic Profiling in Rhodamine Spectral Region | AID 594, 2007 | max dye-equivalent concentration, M | 59,000 tested, 0.05% active | Rhodamine-region fluorescence, 547/598 nm, Tris buffer; stronger effect = higher value; in the data active means max dye-equivalent concentration above about 11 nM; inconclusive means between about 1.1 nM and that limit
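A six-point rhodamine series on each plate calibrates the signal. Compounds sit in 100 mM Tris (pH 8.0) for 15 min at ambient temperature before imaging through 547 nm/598 nm filters.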
Tau filament bind = qHTS Assay for Tau Filament Binding. Microtubule-associated protein tau (Homo sapiens), P10636. recombinant tau filaments, thioflavin S fluorescence, 15 h; filaments grown with octadecylsulfate alongside compound. Potency, µM (titrated, usually from 57.1 µM), for inactives: at the top dose activity change, negative = inhibition. 71,000 tested, 2% active. AID 596, 2007;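 further: potency means the concentration at half of the fitted maximal effect; on the % scale 0 is the no-effect control and ±100 the full control effect; actives lower thioflavin S fluorescence by blocking filaments or displacing dye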
Target sequence (P10636 whole entry, looked up): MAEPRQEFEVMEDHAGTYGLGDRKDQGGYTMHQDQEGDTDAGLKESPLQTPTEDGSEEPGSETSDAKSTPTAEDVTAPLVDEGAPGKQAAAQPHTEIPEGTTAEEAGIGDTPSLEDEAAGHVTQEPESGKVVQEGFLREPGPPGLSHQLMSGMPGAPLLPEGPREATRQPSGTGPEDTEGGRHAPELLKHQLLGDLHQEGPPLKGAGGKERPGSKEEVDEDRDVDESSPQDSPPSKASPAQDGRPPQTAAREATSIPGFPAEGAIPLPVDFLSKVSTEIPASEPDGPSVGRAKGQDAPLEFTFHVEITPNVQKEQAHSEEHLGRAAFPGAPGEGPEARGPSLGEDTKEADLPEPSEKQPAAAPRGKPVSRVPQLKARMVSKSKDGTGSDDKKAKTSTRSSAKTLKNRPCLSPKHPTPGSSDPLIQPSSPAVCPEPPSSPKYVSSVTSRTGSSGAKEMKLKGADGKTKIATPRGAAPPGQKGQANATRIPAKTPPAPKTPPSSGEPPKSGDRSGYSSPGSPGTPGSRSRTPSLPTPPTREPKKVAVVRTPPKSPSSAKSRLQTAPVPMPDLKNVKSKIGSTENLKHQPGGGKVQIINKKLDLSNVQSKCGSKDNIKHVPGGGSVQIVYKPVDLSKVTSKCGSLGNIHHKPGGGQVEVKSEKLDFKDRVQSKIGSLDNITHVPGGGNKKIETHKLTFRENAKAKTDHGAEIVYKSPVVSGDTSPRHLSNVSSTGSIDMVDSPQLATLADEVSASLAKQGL
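ThS-based fibril read: tau 1 uM final, inducer ODS 30 uM final, 37 C for 15 h, ex 450/em 510 nm.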
Luciferase inh = qHTS Assay for Inhibitors of Firefly Luciferase | Luciferin 4-monooxygenase (Photinus pyralis), P08659 | purified firefly luciferase, luminescence, 8 min | Potency, µM (top dose mostly 57.1 µM), for inactives: at the top dose activity change, negative = inhibition, most hits filed as inhibitors | 72,000 tested, 2.2% active | AID 411, 2009; further: potency means the concentration at half of the fitted maximal effect; on the % scale 0 is the no-effect control and ±100 the full control effect; nearly all actives have a fitted effect of over 40% in size
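Compounds were tested as concentration series (qHTS) against purified P. pyralis luciferase with luciferin and 10 uM ATP in 50 mM imidazole pH 7.2, 50 mM KCl, 7 mM MgCl2, 0.01% Tween 20, 0.05% BSA. Luminescence was read after 8 min at ambient temperature.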
Fluorescein fluor = qHTS Assay for Spectroscopic Profiling in Fluorescein Spectral Region. Compound autofluorescence, 480/540 nm, fluorescein-equivalent; stronger effect = higher value. max fluorescein-equivalent concentration, M. 59,000 tested, 0.91% active. AID 593, 2007; in the data active means max fluorescein-equivalent concentration above about 10 nM; inconclusive means between about 1.1 nM and that limit
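Normalized response (dye-equivalent concentration) derives from comparing each well's 540 nm emission, under 480 nm excitation, with plate-resident fluorescein standards. Compounds were held in 100 mM Tris, pH 8.0, for 15 min at room temperature.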
HEK293 cAMP ctrl = qHTS Assay for Agonists of the Thyroid Stimulating Hormone Receptor: Activators of Intracellular cAMP Concentrations in Parental HEK 293 | 73,000 tested, 2.5% active | parental HEK293 CNG cAMP sensor, membrane potential fluorescence | Potency, µM (series often up to 57.1 µM), for inactives: at the highest dose activation, actives largely listed as activators; further: potency means the concentration at half of the fitted maximal effect; % of control where 0% means no effect; nearly all actives have a fitted effect of over 55% in size
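Parental HEK 293 cells stably expressing a cAMP-gated CNG channel were loaded with membrane potential dye containing 100 uM RO 20-1724 for 60 min. Compound added for 30 min; depolarization read as fluorescence intensity at 590 nm.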
The depositor's hits bear a star; i = inactive; ? = inconclusive; nt = not tested or not shown; [ ] = another dose, or the depositor's remark. Unless noted, the call rests on the fitted dose curve; in most records, active means well fitted curve in the direction sought with a large enough effect; inconclusive means small, poorly fitted or top-dose-only effect, or another doubt; inactive means no such curve, though single readings can be large; an effect the other way counts as inactive or inconclusive. Not all compounds are listed; rates above refer to the full screens.

SMILES	Caspase-1 inhib	HADH2 inhib	USP2a inh	Casp7 inh	ERK AVP block	TexasRed autofl	Rhodamine fluor	Tau filament bind	Luciferase inh	Fluorescein fluor	HEK293 cAMP ctrl
CC(C)Oc1ccc(C(=O)Nc2ccc(N3CCCC3)cc2)cc1	-5%	3.2µM*	28%[7.66 µM]	-1%	-12%	nt	nt	2µM*	-13%	nt	-10%[11.4 µM]
O=C(c1nsc(Cl)c1Cl)N1CCCCC1	-2%	-1%[11.4 µM]	2%[7.66 µM]	2%	-15%	nt	nt	-4%[11.4 µM]	3%	nt	-2%[11.4 µM]
Cc1cccc(C)c1Nc1nc2ccccc2o1	-3%	4%	nt	1%	nt	nt	nt	?	-2%	nt	12%
O=C(COc1ccc(S(=O)(=O)NCCc2ccccc2)cc1)N1CCCC1	3%	16%	-2%	3%	5%	i	i	-6%	2%	i	-2%
CC(Oc1ccc(NC(=O)c2ccco2)cc1)C(=O)N1c2ccccc2CC1C (configuration not stated)	-2%	13%	25%	-1%	-13%	i	i	0%	0%	?	?
CCCOc1ccccc1N1C(=O)CC(N2CCOCC2)C1=O (configuration not stated)	3%	-12%	-1%	0%	0%	nt	nt	13%	-6%	nt	1%
CC(CCO)Nc1nc2c(c(=O)n(C)c(=O)n2C)n1Cc1cccc(Br)c1 (configuration not stated)	-8%	19%	14%	-8%	?	?	i	16%	0%	?	-5%
COC(=O)[C@@H]1CC[C@H](C)[C@@H](c2ccc(C)cc2)N1C(=O)c1ccc(/C=N\O[C@@H](C)c2cc(-c3c(C)cc(C)cc3C)no2)cc1	-10%[11.5 µM]	3%[11.4 µM]	nt	-1%[11.5 µM]	-8%[11.5 µM]	nt	nt	nt	-2%[11.4 µM]	nt	21%[11.4 µM]
CCOC(=O)c1ccc(Nc2ccc(-c3ccc(OC)c(OC)c3)nn2)cc1	2%	14%	40%[activator]	-1%	-2%	?	i	52%	0%	?	-4%
Cc1nc(SCC(=O)Nc2cc(C)on2)c2c3c(sc2n1)CCCC3	2%	30%	35%[activator]	-1%	-2%	?	i	3%	-1%	i	?
Cc1cc(Cl)ccc1OCCCC(=O)Nc1cccnc1	1%	-18%	4%	0%	2%	i	i	7%	-6%	i	20%
N[C@@]12CCc3nonc3[C@]1(O)CC(c1ccccc1)=[N+]2[O-]	0%	-5%	-3%	0%	-6%	i	i	-3%	5%	?	2%

Two entries drawn at random from the list so far:
SMILES	Caspase-1 inhib	HADH2 inhib	USP2a inh	Casp7 inh	ERK AVP block	TexasRed autofl	Rhodamine fluor	Tau filament bind	Luciferase inh	Fluorescein fluor	HEK293 cAMP ctrl
N[C@@]12CCc3nonc3[C@]1(O)CC(c1ccccc1)=[N+]2[O-]	0%	-5%	-3%	0%	-6%	i	i	-3%	5%	?	2%
Cc1nc(SCC(=O)Nc2cc(C)on2)c2c3c(sc2n1)CCCC3	2%	30%	35%[activator]	-1%	-2%	?	i	3%	-1%	i	?

Next entries follow.
SMILES	Caspase-1 inhib	HADH2 inhib	USP2a inh	Casp7 inh	ERK AVP block	TexasRed autofl	Rhodamine fluor	Tau filament bind	Luciferase inh	Fluorescein fluor	HEK293 cAMP ctrl
Cc1ccc(C(=O)C2CCN(CC(=O)Nc3ccc4c(c3)OCCO4)CC2)cc1	-5%	9%	nt	-1%	-11%	?	i	-17%	-1%	i	27%
Clc1c(-c2nnc3n2CCC3)sc2ccccc12	-1%	2%	-3%	1%	1%	i	i	16%	-18%	i	17%
CNC(=O)C1CCCN1S(=O)(=O)c1ccc(OC)cc1 (configuration not stated)	-1%	-2%	1%	1%	6%	?	i	-19%	1%	i	5%
CC1(C)OC(=O)C2(Cc3ccccc3N3CCCCC32)C(=O)O1 (configuration not stated)	-1%	-7%	1%	-1%	-10%	i	i	-6%	0%	i	2%
O=C(CSc1nnc(C2CC2)n1Cc1ccccc1)N1CCN(S(=O)(=O)c2ccccc2)CC1	-1%	9%	32%[activator]	-4%	1%	?	i	-9%	-36%	?	4%
COC(=O)c1cc(COc2ccc3ccc(=O)oc3c2)c(C)o1	-2%	6.3µM*	2%	-2%	-7%	i	i	29%	0%	i	11%
CCOC(=O)N1CCN(C(=O)c2ccc3c(=O)n(-c4ccc(OC)cc4OC)c(=S)[nH]c3c2)CC1	2%	-2%	-12%	0%	2%	?	i	5%	0%	i	-1%
Cc1nnc2ccc(N3CCN(c4ccccn4)CC3)nn12	-2%	0%	nt	0%	-11%	nt	nt	1%	3%	nt	1%
Cc1ccc2[nH]c(=O)c(CN(Cc3nnnn3C3CCCC3)C3CCCCC3)cc2c1	-10%	-10%	10%	-8%	-11%	?	i	16%	0%	i	24%
NC(=O)CSc1nc2sc3c(c2c2ncnn12)CCCC3	-3%	-4%	18%	-2%	-36%	i	i	3%	-2%	?	2%
Cc1ccc(CCNC(=O)CS(=O)Cc2nc(-c3cccc(C)c3)oc2C)cc1 (configuration not stated)	-3%	-8%	nt	-2%	?	nt	nt	58%	2%	nt	?
CC1CCN(S(=O)(=O)c2ccc(NC(=O)CN3CCN(C)CC3)cc2)CC1	1%	-1%	-3%	0%	2%	i	i	15%	1%	?	6%
COc1ccc(Nc2ncc3c(n2)CC(c2ccccc2)CC3=O)cc1 (configuration not stated)	-13%	8%	23%	-17%	-4%	?	i	61%	-2%	?	-1%
c1ccc(-c2csc(N3CCN(c4ccccn4)CC3)n2)cc1	0%	3%	-2%	-1%	16µM*	i	i	26%	-20%	i	12%
CCCc1nc(S(=O)(=O)Cc2ccc(Cl)cc2Cl)n[nH]1	0%	-10%	-5%	-2%	4%	?	i	-5%	0%	i	12%
CC(C)CCn1nnnc1C(c1ccc(N(C)C)cc1)N1CCN(C(=O)c2ccco2)CC1 (configuration not stated)	1%	-3%	18%	1%	?	i	i	1%	5%	i	15%
COc1ccc(Cl)cc1NC(=O)CSc1nnc(COc2ccccc2)n1N	-2%	15%	28%	0%	-19%	?	i	-18%	-15%	i	0%
CCCn1c2c(c(O)c(C(=O)Nc3nccs3)c1=O)CCCC2	0%	6%	33%[activator]	-2%	5%	i	i	21%	3%	i	26%
O=C(c1ccccc1)c1ccc(OC(=O)N2CCOCC2)cc1	-1%	3%[11.4 µM]	4%[7.66 µM]	-1%	1%	nt	nt	-10%[11.4 µM]	-1%	nt	0%[11.4 µM]
Cn1ccnc1SCC(=O)NC1CCCCC1	4%	-14%	-5%	-3%	9%	?	i	-1%	-2%	i	7%
Cc1ccc(S(=O)(=O)Nc2ccc3c(c2)nc2n3CCN(Cc3ccccc3)C2)cc1	-14%	8%	50%[activator]	-20%	-18%	i	i	-10%	1%	i	0%
CNC(=O)C1(C)C=CCN1C(=O)OC (configuration not stated)	4%	0%	nt	-1%	?	nt	nt	-12%	nt	nt	5%
Cc1cccc(NC(=O)CSc2nnc(-c3ccco3)o2)c1C	1%	3%	5%	0%	-10%	?	i	4%	0%	?	5%
O=C(c1ccco1)N1CCN(C(c2ccc(F)cc2)c2nnnn2Cc2cccs2)CC1 (configuration not stated)	0%	8%	nt	4%	-17%	i	i	-1%	-3%	i	?
COc1ccccc1NC(=O)c1ccc(S(=O)(=O)N(C)C)cc1	0%	-2%	nt	0%	nt	nt	nt	-9%	2%	nt	2%
CCC(Oc1ccccc1)C(=O)Nc1ccccn1 (configuration not stated)	-2%	-5%	0%	-1%	-11%	?	i	-3%	-14%	i	12%
COc1ccc(NC(=O)NCCCN2CCc3ccccc3C2)cc1	2%	-4%	nt	1%	-24%	nt	nt	-14%	1%	nt	7%
CC(=O)Cn1c(N2CCC(Cc3ccccc3)CC2)nc2c1c(=O)[nH]c(=O)n2C	0%	12%	6%	0%	0%	?	i	40%	1%	?	1%
O=C(NCCCn1ccnc1)c1cnn2c1NC(c1ccccc1)CC2C(F)(F)F (configuration not stated)	-3%	-2%	16%	1%	-15%	i	i	0%	2%	i	3%
COc1ccc2c(c1OC)C(=O)OC2C1c2c(cc3c(c2OC)OCO3)CCN1C (configuration not stated)	2%	-2%	nt	-1%	-7%	i	i	-2%	-1%[25.5 µM]	i	25%
COc1ccccc1C1SCCN1S(C)(=O)=O (configuration not stated)	-1%	-4%	2%	-1%	-1%	i	i	8%	4%	i	?
Nc1nc(-c2ccccc2)cc(-c2ccccc2O)n1	-4%	3%	-15%	-6%	6%	i	i	-16%	-3%	i	20%

Screening data: PubChem, National Center for Advancing Translational Sciences (NCATS)
